MITF primary: blocks human microphthalmia-associated transcription factor; hit rate 0.91% among 650,000; inhibition, % at 2.6 µM; AlphaScreen MITF homodimerization, bead proximity signal; in the data active means inhibition above about 50%;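 further: 0% = vehicle wells with protein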
Target sequence (O75030 whole entry, looked up): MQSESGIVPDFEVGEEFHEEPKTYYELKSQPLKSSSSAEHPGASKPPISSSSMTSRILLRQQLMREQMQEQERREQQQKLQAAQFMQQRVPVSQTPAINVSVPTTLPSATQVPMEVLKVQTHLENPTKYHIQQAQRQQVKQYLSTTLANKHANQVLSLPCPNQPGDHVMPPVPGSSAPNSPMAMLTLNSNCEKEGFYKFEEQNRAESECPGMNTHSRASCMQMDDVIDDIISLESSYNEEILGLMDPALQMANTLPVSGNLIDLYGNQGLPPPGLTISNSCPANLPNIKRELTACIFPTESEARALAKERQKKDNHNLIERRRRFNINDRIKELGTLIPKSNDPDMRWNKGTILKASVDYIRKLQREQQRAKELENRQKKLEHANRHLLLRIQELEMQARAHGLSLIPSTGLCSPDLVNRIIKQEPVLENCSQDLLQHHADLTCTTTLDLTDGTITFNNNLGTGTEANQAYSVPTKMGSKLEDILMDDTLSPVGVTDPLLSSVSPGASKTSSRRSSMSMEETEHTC
TEAD-YAP inh: TEAD-YAP interaction inhibition. HEK-TIYL cells, TEAD-Gal4/YAP UAS-luciferase luminescence. inhibition, % at 9.12 µM. hit rate 1.4% among 640,000; in the data active means inhibition above about 32%;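 further: 0% = median of test compound wells and 100% = reference inhibitor wells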
FBW7 activator: activators of human E3 ligase FBW7 | Q969H0 | AlphaScreen FBW7–phospho-cyclin E peptide binding, activator screen | normalized activity (activation), % at 26.1 µM | hit rate 0.13% among 650,000 | AID 1259310; in the data active means normalized activity above about 1.9%;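 further: purified mutant Fbw7 with reduced substrate affinity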
GPR151 activ: activators of human GPR151. Q8TDV0. PathHunter beta-arrestin GPR151 cells, luminescence. activation, % at 11.2 µM. hit rate 1% among 650,000. AID 1508602; in the data active means activation above about 4.9%;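 further: 0% = median of compound wells and 100% = cells with positive control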
Target sequence (Q8TDV0 whole entry, looked up): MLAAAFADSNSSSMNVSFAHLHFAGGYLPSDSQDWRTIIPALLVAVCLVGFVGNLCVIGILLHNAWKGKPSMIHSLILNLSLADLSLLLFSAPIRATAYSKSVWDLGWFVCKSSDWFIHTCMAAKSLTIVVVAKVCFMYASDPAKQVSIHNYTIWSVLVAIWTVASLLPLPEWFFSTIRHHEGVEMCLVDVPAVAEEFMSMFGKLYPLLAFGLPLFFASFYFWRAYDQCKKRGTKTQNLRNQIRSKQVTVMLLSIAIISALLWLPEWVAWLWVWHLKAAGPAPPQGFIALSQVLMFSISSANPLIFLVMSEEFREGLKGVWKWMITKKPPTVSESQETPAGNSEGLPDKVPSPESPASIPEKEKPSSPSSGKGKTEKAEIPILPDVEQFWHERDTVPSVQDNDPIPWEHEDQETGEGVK
The depositor's hits bear a star.

SMILES	MITF primary	TEAD-YAP inh	FBW7 activator	GPR151 activ
O=C(O)CNC(=O)c1cc(Br)ccc1O	5	3	-0.1	-0.1
Cc1ccnc(NC(=O)CCCn2cnc(-c3ccccc3)cc2=O)c1	8	6	0.1	-0.5
CCOC(=O)N1CCC(NC(=O)c2cn(-c3cccc(OC)c3)c(=O)c3ccccc23)CC1	2	-1	0.3	-1.1
CNC(=O)CSc1nc2ccccc2c(=O)n1-c1ccccc1C(F)(F)F	-7	4	0.1	1.7
CCOC(=O)/C(=C/c1ccccc1)NC(=O)c1ccco1	-1	-4	-0.4	0.5
COc1ccccc1N=c1oc2ccc(Br)cc2cc1-c1nc2ccccc2[nH]1	3	-27	0.0	-1.3
CCOC(=O)c1ccc(NC(=O)N2CCC(CN3CCC(C)CC3)CC2)cc1	2	0	0.0	1.1
Cc1nnc2n1CCN(C(=O)c1cnn(-c3ccccc3)c1)CC2	-10	5	0.0	-0.4
COc1cc(C2NC(=O)NC(C)=C2C(=O)OCc2ccccc2)ccc1O (stereo not given)	-1	-7	-0.1	-0.3
COC(=O)c1ccc2c(c1)C(=O)N(c1ccccc1OC)C2=O	-3	2	-0.1	-0.1
Cc1ccc(NC(=O)CSc2nc3ccccc3c(=O)n2CCC(=O)N2CCCCC2)cc1C	14	20	0.5	-0.1
O=C(CSCc1ccc([N+](=O)[O-])cc1)NC1CC2CCC1C2 (stereo not given)	13	-2	0.1	-1.0
Cc1cc(C)n2nc(C(=O)OCC(=O)Nc3ccc(S(N)(=O)=O)cc3)nc2n1	-10	-1	0.0	-0.7
CN(C)/C=N/c1ncc(C(=O)c2ccc(-c3ccccc3)cc2)s1	-8	-30	0.0	-0.2
O=P1(NC2CCCCC2)C=C(c2ccccc2)SC(c2ccccc2)=C1	-7	3	-0.1	-1.1
O=C(Nc1ccccc1Cl)c1cc(S(=O)(=O)NCc2ccc(F)cc2)ccc1F	15	-2	0.2	-1.5
Cc1ccc(-n2c3nc(=O)[nH]c(=O)c-3cc3cc([N+](=O)[O-])ccc32)cc1	15	9	-0.2	0.2
CCOc1cc(C(=O)Nc2c3c(nn2C(C)(C)C)CS(=O)C3)cc(OCC)c1OCC (stereo not given)	-9	-8	-0.1	0.2
Cc1cc(NC(=O)C2CCCN2S(=O)(=O)c2ccc(Cl)cc2)ccc1Cl (stereo not given)	-6	-3	0.2	-0.9
COC(=O)CSc1nc2c(cc1C#N)CCCC2	17	-76	1.7	0.3
Cc1cccc(C(=O)Nc2ccc3nc(SCc4ccc(Br)cc4)sc3c2)c1	5	16	0.2	0.6
CCOC(=O)c1ccc(NC(=O)c2cn(-c3ccccc3)nc2-c2ccc(Br)cc2)cc1	1	-1	-0.1	0.1
CC(C)c1ccc(CNC(=O)C(=O)NCc2cccnc2)cc1	-12	47*	-0.1	-0.1
Cc1ccc(NC(=O)C(C)Sc2nnc(NC(=O)COc3ccccc3)s2)cc1 (stereo not given)	-14	2	0.3	2.3
N#Cc1c(-c2ccc(F)cc2)cc(C2CC2)c(C#N)c1N	15	5	1.2	2.0

Looked up by compound from the list above (two):
SMILES	MITF primary	TEAD-YAP inh	FBW7 activator	GPR151 activ
COc1cc(C2NC(=O)NC(C)=C2C(=O)OCc2ccccc2)ccc1O (stereo not given)	-1	-7	-0.1	-0.3
O=P1(NC2CCCCC2)C=C(c2ccccc2)SC(c2ccccc2)=C1	-7	3	-0.1	-1.1

(further entries)
SMILES	MITF primary	TEAD-YAP inh	FBW7 activator	GPR151 activ
CC1(NC(=O)c2cc(S(=O)(=O)N3CCCCC3)ccc2Cl)CCS(=O)(=O)C1 (stereo not given)	4	0	-0.1	0.3
CCC(C(=O)O)N1C(=O)/C(=C\c2ccc(O)c(OC)c2)SC1=S (stereo not given)	3	-6	-0.2	-2.0
COc1ccccc1OCCCCCNCCO	-4	-7	0.0	-0.4
CC[C@@H](Cn1nc(-c2cccs2)oc1=O)NC(=O)Cn1nnc2ccccc21	14	3	0.3	-1.0
COc1ccc(S(=O)(=O)Cc2ccc(C(=O)NCc3ccccc3OC)o2)cc1	3	3	0.0	1.9
COc1cccc(NC(=O)c2cc(-c3ccc(Cl)cc3)nc3ccccc23)c1	-8	2	0.1	-0.4
CCN(CC)C(=O)C1CCCN(C(=O)CCC2(Cc3ccc(Cl)cc3)CCC(=O)N2)C1 (stereo not given)	-10	7	0.1	-0.8
O=C1c2ccccc2C(=O)N1c1ncc(Cc2ccc(Br)cc2)s1	4	5	0.2	-0.2
CCC(=O)Nc1ccc(Cl)c(NC(=O)c2ccc(Br)cc2)c1	-8	-9	-0.1	-0.3
Cc1c(Cc2ccccc2)c(=O)oc2c(C)c(OCC(=O)OC(C)C)ccc12	-2	10	0.0	0.3
COC(=O)c1c(N2C(N)=C(C#N)C(c3ccc(Cl)cc3)C3=C2CC(C)(C)CC3=O)sc2c1CCCC2 (stereo not given)	4	1	0.0	0.0
CC12CCC(C(=O)NCCN3CCOCC3)(OC1=O)C2(C)C (stereo not given)	13	-13	0.3	5.9*
O=C1c2ccc(N3CCOCC3)c3c(N4CCOCC4)ccc(c23)C(=O)N1c1ccccc1	10	14	-0.1	1.2
O=C(c1cccc(F)c1)N1CCN(Cc2ccncc2)CC1	78*	-7	0.6	-1.7
COc1ccc(/C=C2/SC(=Nc3cccc(C)c3)NC2=O)cc1OC	-11	-2	0.0	-0.6
CCCCNC(=O)n1c(SC)nc2ccccc21	17	-3	0.9	-0.8
O=S1(=O)CCC(NC(=S)SCc2ccccc2)C1 (stereo not given)	11	8	0.1	-0.6
O=C(O)c1cn(-c2ccc(Cl)cc2)c(=O)c2ccccc12	21	-15	0.9	-0.4
Cc1cc(OCC(=O)Nc2ccc(Cl)cn2)cc(C)c1Cl	-2	-5	-0.1	-0.5
O=C(CSc1nc2ccccc2s1)NNC(=O)Nc1ccc(Cl)c(Cl)c1	18	-2	0.1	-1.6
O=C(Oc1ccc2c(c1)OCO2)c1cc(Cl)ccc1[N+](=O)[O-]	8	-17	-0.4	0.3
CCCCOc1ccccc1C1C(C(=O)OCCOC)=C(C)NC2=C1C(=O)CCC2 (stereo not given)	46	10	0.0	-1.1
c1ccc(CCCNc2ncc(-c3ccc(N4CCOCC4)cc3)n3ccnc23)cc1	8	5	0.3	0.8
O=C1NC2(CCN(C(=O)c3cnn4cccnc34)CC2)Nc2ccccc21	-16	2	0.0	0.3
N#Cc1cc(-c2ccccc2)nc(N2CCN(c3ccccc3)CC2)n1	8	-5	0.0	1.2

Limited to GPR151 activ (seven entries from above):
SMILES	GPR151 activ
N#Cc1cc(-c2ccccc2)nc(N2CCN(c3ccccc3)CC2)n1	1.2
O=C1c2ccc(N3CCOCC3)c3c(N4CCOCC4)ccc(c23)C(=O)N1c1ccccc1	1.2
O=C1NC2(CCN(C(=O)c3cnn4cccnc34)CC2)Nc2ccccc21	0.3
Cc1c(Cc2ccccc2)c(=O)oc2c(C)c(OCC(=O)OC(C)C)ccc12	0.3
O=C(Oc1ccc2c(c1)OCO2)c1cc(Cl)ccc1[N+](=O)[O-]	0.3
CC12CCC(C(=O)NCCN3CCOCC3)(OC1=O)C2(C)C (stereo not given)	5.9*
CCC(=O)Nc1ccc(Cl)c(NC(=O)c2ccc(Br)cc2)c1	-0.3

Further structures
SMILES	MITF primary	TEAD-YAP inh	FBW7 activator	GPR151 activ
NC(=O)CC[C@H](NC(=O)c1ccc(F)cc1)C(=O)OCc1ccccc1	-1	10	-0.1	0.7
CC(C)c1cc(C(=O)Nc2ccc(Br)cc2)no1	8	-69	0.9	0.4
COc1ccc(CNC(=O)C(C)Sc2ccc(C)cc2)cc1 (stereo not given)	3	-5	-0.1	0.9
N#C/C(=C\c1cn(Cc2ccccc2)c2ccccc12)c1nn(-c2ccccc2)c(N)c1C#N	-4	2	0.1	1.2
N#CCC(=O)Nc1ncc(Cc2ccccc2)s1	3	8	-0.2	-0.4
CCOC(=O)c1cc(C(=O)OCC)c2cc(Br)ccc2n1	1	-10	-0.2	-0.5
CC(C)(C)n1cnc2cc(NC(=O)c3ccc(Cl)cc3)ccc21	1	-77	0.0	-1.0
COc1ccc(C(=O)N2CCCN(c3nc4cc(C)c(C)cc4cc3C#N)CC2)cc1OC	-3	-12	-0.1	2.7
C=C(F)CN1CCN(c2c(F)cccc2NC(=O)c2ccc(Br)o2)CC1	1	-8	0.6	0.4
O=C(CSc1nnc(-c2cccs2)o1)c1ccc(Br)s1	-1	-12	-0.1	2.8
COc1ccc2[nH]cc(CCNC(=O)C3CCN(c4nc5ccccc5n4C)CC3)c2c1	10	34*	0.3	-0.4
CCOC(=O)c1c(NC(=O)c2ccc(-c3ccccc3)cc2)sc2c1CCC2	-17	0	0.0	-0.1
CCCC1C2c3ccccc3C(c3ccccc32)C1C(=O)Nc1ccccc1OC (stereo not given)	-7	-7	-0.1	3.4
COc1cc(CN2CCNC(=O)C2CC(=O)NCCCc2cccnc2)cc(OC)c1 (stereo not given)	0	-1	0.0	1.1
Cc1ccc(C(=O)CC(=O)c2ccco2)c(O)c1	-3	-12	-0.1	0.8
CCOC(=O)CCC(=O)Nc1ccc(S(N)(=O)=O)cc1	8	0	0.1	0.6
O=C(CN1CCCCC1)N1N=C(c2c(-c3ccccc3)c3cc(Cl)ccc3[nH]c2=O)CC1c1ccccc1Cl (stereo not given)	11	-2	0.4	-1.0
Cn1ccnc1N1CCN(CC(=O)N2CCOCC2)CC1	1	7	-0.1	-0.7
O=C(CCS(=O)(=O)c1ccc2c(c1)SCC(=O)N2)Nc1cccc(F)c1	4	-2	0.1	1.1
O=C(Nc1ccc2c(c1)OCCO2)c1oc2ccccc2c1NC(=O)C1CCCO1 (stereo not given)	-5	-46	-0.2	-0.4
CCN(Cc1ccccc1)C(=O)CN1C(=O)c2ccccc2C1=O	12	2	0.4	-1.0
COc1cccc(C(C[N+](=O)[O-])c2c[nH]c3ccccc23)c1 (stereo not given)	-12	54*	0.0	1.0
COc1ccc(C(=O)Nc2ccccc2C(N)=O)cc1[N+](=O)[O-]	-3	-13	-0.1	-0.5
COC(=O)c1nnn(-c2ccc(Cl)c(Cl)c2)c1C(=O)OC	7	2	0.1	0.8
Cc1ccc(C(=O)COC(=O)CCC(=O)Nc2ccc(Br)cc2)cc1[N+](=O)[O-]	2	4	0.0	1.4
Other structures
SMILES	MITF primary	TEAD-YAP inh	FBW7 activator	GPR151 activ
COc1cccc(-c2nc3ccccc3c(=O)n2NC(=O)c2ccc(Br)cc2)c1	-5	10	-0.1	1.4
O=C(NCc1ccccc1)C1CC12CCN(C(=O)COc1ccccc1)CC2 (stereo not given)	17	12	1.0	1.1
CSCCNC(=O)CC1C(=O)NCCN1CC1CCCCC1 (stereo not given)	-4	-12	0.3	-0.4
O=C(OCc1nc2ccccc2s1)c1cc2ccccc2oc1=O	12	-6	0.1	-1.0
Cn1cnc(S(=O)(=O)N2CCC(C(=O)NC(c3ccccc3)c3cnccn3)CC2)c1 (stereo not given)	4	3	0.2	-0.4
CSC1=NCCN1S(=O)(=O)c1ccc(F)cc1	2	-14	0.9	0.0
Cc1ccc(CN2CCN(C3CCOCC3)CC2CCO)o1 (stereo not given)	-2	0	-0.2	0.0
CCOCCCNC(=O)c1ccc(CNC(=O)c2ccc(Br)cc2)cc1	19	7	1.5	-1.4
O=C1N[C@H](CO)C(=O)N2CCN(Cc3ccccc3)C[C@H]12	-1	7	-0.2	1.4
CCc1ccc(NC2=NC(C(=O)NC3CCCCC3)CC(=O)N2)cc1 (stereo not given)	3	-3	0.0	2.2
COc1cccc(C(=O)COc2cccc(N3C(=O)C4C5CCC(C5)C4C3=O)c2)c1 (stereo not given)	-4	15	0.1	1.8
CC(C)c1ccc(Nc2nnc(SCC(=O)N3CCCC3)s2)cc1	-1	5	0.7	-1.7
COc1ccc(NC(=O)C2(N(C(=O)CNC(C)=O)c3ccc(OC)cc3)CCCCC2)cc1	11	5	-0.1	-0.9
Oc1c(C=NCc2ccccc2)sc2ccccc12	5	-18	-0.3	0.7
COc1cccc(NC(=O)c2ccc(Sc3ccccc3Cl)c([N+](=O)[O-])c2)c1	-1	-3	-0.2	1.9
CCC(CC)C(=O)Nc1ccc(S(N)(=O)=O)cc1	-7	-4	0.0	-1.3
CCC(=O)Nc1nnc(SCc2ccccc2F)s1	5	-10	0.2	1.1
O=C(Cc1nc(-c2ccc([N+](=O)[O-])cc2)cs1)Nc1ccccc1	1	14	0.0	0.6
O=C(CCCN1C(=O)c2cccc3cccc(c23)C1=O)Nc1ccc(OC(F)F)cc1	1	7	0.0	1.3
Cc1ccc(SCC(=O)Nc2ccccc2C)cc1	-13	-7	-0.1	0.0
O=C(CSc1ncnc2nc[nH]c12)c1ccc(O)c(O)c1	82*	21	-0.3	1.1
COc1ccccc1CCNC(=O)C1CC12CCN(CCC(C)c1ccc(C)o1)CC2 (stereo not given)	-1	-25	-0.1	4.3
Cc1cc(Cl)ccc1OCC(=O)Nc1ccc(Cl)cn1	9	-29	0.0	-0.2
CCN(CC)c1ccc(Nc2nc3ccccc3n3c(C)nnc23)c(C)c1	11	1	0.0	0.5
O=C1/C(=C\c2ccc(O)c(Br)c2)SC(=Nc2ccccc2)N1Cc1ccccc1	1	-5	-0.1	-0.1
CCN1CCN(Cc2c(C)[nH]c3ccccc3c2=O)CC1	0	6	0.0	0.6

Record cards, from the list above. Values in the order: MITF primary	TEAD-YAP inh	FBW7 activator	GPR151 activ
CCOCCCNC(=O)c1ccc(CNC(=O)c2ccc(Br)cc2)cc1 as listed: 19	7	1.5	-1.4
O=C(OCc1nc2ccccc2s1)c1cc2ccccc2oc1=O as listed: 12	-6	0.1	-1.0
Cc1ccc(SCC(=O)Nc2ccccc2C)cc1 as listed: -13	-7	-0.1	0.0
CCc1ccc(NC2=NC(C(=O)NC3CCCCC3)CC(=O)N2)cc1 (stereo not given) as listed: 3	-3	0.0	2.2
CCC(CC)C(=O)Nc1ccc(S(N)(=O)=O)cc1 as listed: -7	-4	0.0	-1.3

Outcome played no part in choosing rows; 3.5% or so of the library scored in one or more.
